Cneo AK release – causes C. neoformans cell lysis; AID 651654; lysis activity, % at 15 µM; adenylate kinase release luminescence, 4 h; normalised: neutral wells 0, clomiphene wells 100; hit rate 0.2% among 360,000;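 active means mean lysis activity across replicates of at least 80%, whatever share of replicates individually reach that level; inactive means mean lysis activity below 80%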
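Assay system: log-phase C. neoformans yeast / Quantity: yeast cell density of 5 × 10^6 cells/mL / Medium: fresh YPD growth medium / Compound: single dose / Timing: static 4 h at 37 °C with compound, 1 h detection / Measured by: adenylate kinase release luminescence / Read-out: lysis from increased AK signal / Benchmarks: Clomiphene as positive lysis control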
C2C12 statin – protects C2C12 myotubes from simvastatin toxicity; ATP luminescence, 48 h; scaled: DMSO 0, geranylgeraniol control 100; hit rate 0.78% among 330,000; rescue of ATP level, % at 7.49 µM;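 active means mean ATP rescue above about 67%, or every replicate alone reaching that limit, limit read from the data, passing the limit was not always enough; inconclusive means no clear call, values can overlap the other calls; inactive means mean under the limit and some replicate under it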;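 further: myotubes were challenged with 10 µM simvastatin during compound exposure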
INS-1E GSIS act – primary screen for activators of insulin secretion dependent on glucose, INS-1E cells, GLuc reporter luminescence. INS-1E GLuc reporter insulin secretion, 2-3 h. activation, % at 16.6 µM. hit rate 0.61% among 370,000. AID 743287;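 active means lowest replicate activation of at least 40%, so every replicate reaches that level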;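 further: 0% = median of neutral control wells and 100% = median of IBMX positive control wells; some compounds called inactive have numbers as strong as hits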
PGC1a acetyl inh – PGC1a acetylation modulation, inhibitor mode; U2OS PGC1a acetylation, AlphaScreen anti-acetyl-lysine; with virally co-expressed GCN5 acetyltransferase; inhibition, % at 15.6 µM; hit rate 0.17% among 350,000;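 active means every replicate shows inhibition of at least 40%; inconclusive means mean inhibition at least 40% but some replicate below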;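 further: 0% = neutral control wells and 100% = positive control wells; some results beyond the cut were filed as inactive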
PglD inh – inhibitors of Campylobacter jejuni PglD acetyltransferase; purified PglD enzyme, DTNB colorimetric CoA detection; inhibition, % at 12.5 µM; hit rate 0.098% among 360,000; AID 602405; in the data active means inhibition above about 16%, passing the limit was not always enough; inconclusive means no clear call, values can overlap the other calls; further: strong numbers were not always called active
LGR2 inh – Drosophila LGR2 receptor signaling inhibition; HEK293 LGR2, CRE-luciferase, bursicon-stimulated, 4 h; inhibition, % at 9.99 µM; hit rate 0.35% among 380,000; AID 720647;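 active means drop in luminescence signal, shown as inhibition above about 50% in the replicate tests, limit read from the data, passing the limit was not always enough; inconclusive means probably only some replicates passing the limit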;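 further: agonist challenge used bursicon conditioned medium at about half maximal strength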
PAX8 reporter – inhibitors of PAX8 transcriptional activity in RMG-I cells | inhibition, % at 12.6 µM | AID 652154 | hit rate 1.2% among 360,000 | RMG-I TPO-luciferase reporter, SteadyGlo, 24 h;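 active means mean replicate inhibition at least 60% with every replicate also reaching 60%; inconclusive means only one of the two criteria is met; inactive means mean below 60% and not all replicates reaching 60%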;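 further: luciferase light reporting Pax8 driven TPO promoter activity; plate controls were median of neutral control wells for no effect and mitoxantrone controls for full effect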
ARNT TACC3 PPI – disruptors of human ARNT/TACC3 interaction. AlphaScreen His-ARNT PAS-B/GST-TACC3 binding, luminescence; TACC3 fragment carries E629A point mutation. hit rate 0.66% among 390,000. inhibition, % at 9.99 µM. AID 623870;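 active means mean inhibition of replicates at least 50% and at least half of replicates each reaching 50%; inconclusive means half or more replicates reach 50% but mean below 50%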;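 further: 0% = complete ARNT plus TACC3 wells and 100% = ARNT alone without TACC3; many hits fall short of the cut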
An asterisk follows results filed as active; ? = inconclusive; nt = not tested or not shown; & = joins results of further samples.

SMILES | Cneo AK release | C2C12 statin | INS-1E GSIS act | PGC1a acetyl inh | PglD inh | LGR2 inh | PAX8 reporter | ARNT TACC3 PPI
CO[C@@H]1CN(C)C(=O)c2cc(NS(C)(=O)=O)ccc2OC[C@@H](C)N(CC2CCOCC2)C[C@@H]1C | 6 | -14 | 13 | 7 | 2 | -38 | -7 | -2
COC(=O)Cn1c(CN2CCN(c3ccc(F)cc3)CC2)nc2c1c(=O)n(C)c(=O)n2C | 0 | -4 | nt | 2 | 4 | nt | nt | 3
COc1ccc(C(C(=O)NC(C)(C)C)N(Cc2ccco2)C(=O)CCC(=O)Nc2cc(C)on2)cc1 (stereo not given) | -1 | nt | nt | nt | 1 | nt | 7 | -5
CN(C)CCN(C(=O)c1ccc(S(=O)(=O)N(C)c2ccccc2)cc1)c1nc2cc3c(cc2s1)OCCO3 | 2 | nt | -36 | 11 | 6 | -16 | -78 | -14
COc1ccc(C2SCC(C(=O)NCc3ccc(F)cc3)N2C(C)=O)cc1 (stereo not given) | -1 | -12 | -1 | -1 | 2 | -14 | -9 | -8
C[C@@H]1CCCCO[C@H](CN(C)S(=O)(=O)c2ccccc2)[C@H](C)CN([C@H](C)CO)C(=O)c2cc(NC(=O)Nc3ccc(C(F)(F)F)cc3)ccc2O1 | 3 | nt | 31 | 3 | 1 | 5 | 52 | -7
O=C1CCc2cc(S(=O)(=O)N3CCN(Cc4ccc5c(c4)OCO5)CC3)ccc2N1 | -1 | 6 | 7 | -7 | 1 | nt | nt | 7
CC1=Nc2ccccc2N=C(NC(=O)CN2CCN(c3ccc(F)cc3)CC2)C1c1ccccc1 (stereo not given) | -1 | -18 | -8 | -3 | 6 | 34 | 2 | 6
Cc1ccccc1Cn1cccc1/C=C1/C(=N)N2C=CSC2=NC1=O | 0 | 22 | nt | nt | 1 | 7 | nt | -24
Cc1cc(C)c(C)c(S(=O)(=O)N2CCN(C(=O)CNC(=O)c3ccco3)CC2)c1C | 0 | -2 | -17 | -9 | 0 | -4 | 6 | 3
COc1ccc(S(=O)(=O)N(C)[C@H]2C[C@H]3c4cc(Oc5ccccc5C)ccc4CCN3C(=O)[C@H]2[C@H](C)O)cc1 | 1 | -16 | -21 | 7 | 4 | 14 | 34 | nt
CN(C(=O)CSc1nnnn1-c1ccc(Cl)cc1)C1CCS(=O)(=O)C1 (stereo not given) | -1 | -14 | -3 | 6 | -5 | 7 | 4 | 0
COc1ccc(-c2nc(Cn3c(SCc4ccc(F)cc4)nc4ccncc43)c(C)o2)cc1OC | -2 | 35 | -34 | -21 | 0 | -37 | 24 | -2
O=C(Nc1ccccc1[N+](=O)[O-])c1nc[nH]c1C(=O)NCCO | 1 | -1 | nt | 9 | 5 | nt | nt | 6
CC(=O)NCCCc1c[nH]c2ccc(Cl)cc12 | -3 | 12 | nt | -5 | -2 | nt | -9 | 3
CCn1c(O)c(/C=N/NC(=O)c2ccncc2)c(=O)n(CC)c1=S | nt | nt | -6 | 6 | nt | -5 | -5 | 24
Cc1cc(=O)c2cc(Cl)ccc2[nH]1 | -1 | -10 | -47 | nt | -5 | 9 | 6 | -3
CCCc1c(C)nc2ccccc2c1SCCC#N | nt | nt | 2 | nt | nt | 0 | -12 | 0
COc1ccccc1S(=O)(=O)N(C)C[C@@H]1OCc2cn(nn2)CCCC(=O)N([C@@H](C)CO)C[C@H]1C | 3&-1 | 4&11&10 | 7&-6 | 22&-2&0 | 2&1 | 44&-13 | -3&-8 | -26
O=C(Nc1cc(S(=O)(=O)N2CCOCC2)ccc1N1CCCC1)c1cnccn1 | nt | -4 | -9 | nt | nt | 9 | 23 | -2
C/C(CC(=O)Nc1ccccn1)=N\NC(=O)c1ccccc1O | 0 | -261 | 5 | nt | -7 | -13 | 41 | nt
Cc1ccc(S(=O)(=O)N2CCC(C(=O)C3C(=O)CCCC3=O)CC2)cc1 | nt | nt | -7 | -5 | nt | 6 | 3 | 4
Cc1cc(OCC(F)(F)C(F)(F)C(F)(F)C(F)F)nc(N)n1 | -1 | -26 | nt | 2 | 2 | nt | -115 | -3
COC(=O)c1ccc(OCC2NCCc3cc(OC)c(OC)cc32)cc1 (stereo not given) | 2 | -1 | nt | nt | -1 | nt | nt | -10
CCOc1ccccc1CN1CCC(Oc2cccc(C(=O)NCCOC)c2)CC1 | 0 | 1 | -3 | nt | 3 | 1 | 5 | -3
CC(C)c1cn(CC[C@H]2CC[C@H](NC(=O)C3CCCCC3)[C@@H](CO)O2)nn1 | -3 | 2 | 10 | 4 | -4 | -6 | nt | -7
C/C=C/c1ccc2c(c1)O[C@@H](CN(C)C(=O)c1ccccn1)[C@@H](C)CN([C@@H](C)CO)S2(=O)=O | 47 | 7 | 10 | -26 | -3 | 2 | nt | 7
O=C1c2ccccc2C(=O)N1CCCCN(C(=O)c1ccc([N+](=O)[O-])cc1)c1ccc(Cl)cc1 | -2 | 6 | nt | -1 | -1 | nt | nt | -5
COc1ccc(NC(=S)Nc2ccc(OCc3ccccc3)cc2)c(OC)c1 | 2 | nt | 3 | nt | -1 | -7 | 8 | 3
CN(c1ccccc1)S(=O)(=O)c1cccc(Cl)c1Cl | nt | nt | -25 | nt | nt | 11 | 8 | -8
CC(=O)N(C)C[C@H]1Oc2ncc(C#Cc3cccnc3)cc2C(=O)N([C@H](C)CO)C[C@@H]1C | -3 | 16 | -9 | -3 | 1 | -4 | nt | -1
O=C1NC(c2ccccc2O)Nc2ccccc21 (stereo not given) | 0 | -13 | -7 | 1 | -3 | -29 | 6 | -1
CNC(=O)C[C@@H]1CC[C@@H]2[C@@H](COc3ccc(NC(=O)Nc4cccc(F)c4)cc3C(=O)N2C)O1 | 0 | 0 | 6 | 0 | 1 | -10 | -19 | -1
c1ccc(-c2onc3c2CCCC3)cc1 | 0 | 4 | 6 | 3 | 0 | -8 | nt | nt
CC1CCCCC12NC(=O)N(CC(=O)OCc1ccccc1F)C2=O (stereo not given) | 0 | 6 | nt | 2 | 4 | 12 | nt | 9
O=C(Nc1nnc(C2=COCCO2)o1)c1cccc(Br)c1 | -1 | -7 | -7 | nt | 3 | -5 | -4 | nt
Cc1cc(=O)[nH]c(SCC(=O)N2CCc3ccccc3C2)n1 | 0 | 17 | 3 | ? | 4 | 2 | nt | -1
CCN(CC)CCN1C(=O)C(=O)/C(=C(/O)c2ccc(S(=O)(=O)N3CCOCC3)cc2)C1c1ccccc1 (stereo not given) | -1 | 4 | -1 | nt | 4 | -1 | -1 | -2
C[C@@H]1CN([C@@H](C)CO)C(=O)c2cccc(NC(=O)Nc3ccc(F)cc3)c2O[C@H]1CN(C)Cc1ccc(C(=O)Nc2ccccc2N)cc1 | nt | nt | 5 | 5 | nt | 12 | 13 | nt
CC(C)NC(=O)Nc1ccc2c(c1)CC(=O)N([C@H](C)CO)C[C@H](C)[C@@H](CN(C)Cc1ccc(-c3ccccc3)cc1)O2 | -1 | 49 | -7 | -1 | 4 | 8 | 20 | 7
C(CCN1CCOCC1)CN1CCOCC1 | 0 | -9 | -3 | 12 | -5 | 3 | -26 | nt
CC(C(=O)Nc1cc(Cl)cc(Cl)c1)N1CCCC1 (stereo not given) | -1 | 7 | -3 | -11 | -2 | 7 | 10 | nt
CCCCNC(=O)c1onc(CSc2ccncc2)c1C(=O)NCCCC | 1 | 0 | 2 | nt | 1 | 8 | -17 | 2
Cc1ccc(C(=O)NCC(=O)N2CCCCCCC2)cc1 | -1 | 2 | nt | -1 | 0 | nt | -31 | 7
O=C(Nc1cccc(S(=O)(=O)N2CCCC2)c1)[C@@H]1O[C@H](CO)[C@@H](O)[C@H]1O | 2 | 25 | 3 | 9 | 0 | -9 | -11 | nt
Cc1cc(C)cc(N(CCC#N)C(=O)COC(=O)CNC(=O)c2sc3ccccc3c2Cl)c1 | -2 | 29 | -34 | 2 | -2 | 2 | -3 | 6
CNC(=S)N1C2CCCC1CC(NC(=O)c1ccc(C)cc1)C2 (stereo not given) | -2 | -9 | -7 | 3 | -6 | 12 | -20 | -3
N#C/C(=C\c1ccc(N2CCOCC2)o1)C(=O)NC1CCCCC1 | 2 | -11 | -1 | 6 | -2 | 7 | 37 | 2

Limited to Cneo AK release, PGC1a acetyl inh and INS-1E GSIS act, for some of the entries so far:
SMILES	Cneo AK release	PGC1a acetyl inh	INS-1E GSIS act
Cc1cc(=O)[nH]c(SCC(=O)N2CCc3ccccc3C2)n1	0	?	3
Cc1cc(C)cc(N(CCC#N)C(=O)COC(=O)CNC(=O)c2sc3ccccc3c2Cl)c1	-2	2	-34

(next part)
SMILES | Cneo AK release | C2C12 statin | INS-1E GSIS act | PGC1a acetyl inh | PglD inh | LGR2 inh | PAX8 reporter | ARNT TACC3 PPI
O=C(N[C@@H]1CC[C@@H](CCn2cc(C3(O)CCCC3)nn2)O[C@H]1CO)C1CCOCC1 | -1 | 4 | 10 | 7 | -1 | 7 | -4 | -1
CCOC(=O)C1=CCN(S(=O)(=O)c2cccc(Cl)c2)C1c1ccc(C)cc1 (stereo not given) | -1 | 1 | 11 | -14 | 2 | 5 | -9 | nt
CC1=C(Sc2nc3ccccc3[nH]2)C(=O)NC(C)(C)C1 | nt | nt | -12 | -13 | nt | nt | 1 | -4
Nc1nnc(SCC(=O)Nc2nnc(-c3ccccc3)o2)s1 | 2 | 5 | 11 | 4 | -2 | 2 | -7 | 11
CCN(CC)C(=O)CSc1nnc(SCc2ccc(Cl)cc2)s1 | -1 | 6 | nt | 11 | -7 | nt | -1 | 0
COc1ccc(-n2nc(C(=O)NCC(=O)NCCCN3CCC(C)CC3)c3ccccc3c2=O)cc1Cl | 0 | -9 | 15 | -16 | -22 | -10 | 38 | 5
COCC(=O)N1[C@H](CO)[C@H]2c3ccccc3N(C(=O)Nc3ccccc3F)C[C@H]21 | -1 | 16 | 16 | 3 | 2 | -7 | -25 | -2
O=C(N1CCOCC1)N1c2ccccc2CC(N2CCOCC2)c2ccccc21 (stereo not given) | 4 | 5 | nt | 7 | 3 | nt | nt | -9
COc1cc(C(=O)Nn2cnnc2)ccc1OC(F)F | 1 | 2 | -3 | 8 | 4 | -10 | -14 | -14
O=C(COC(=O)c1cccc(S(=O)(=O)Nc2ccc(F)cc2)c1)NCCN1C(=O)CSC1=O | 2 | 5 | 12 | nt | -2 | -5 | 8 | -5
CN(C(=O)c1ccc(NC(=O)Cc2ccc(NC(=O)C3CCN(C(=O)C4CCCC4)CC3)cc2)cc1)C1CCCC1 | -2 | -3 | 0 | nt | 6 | -7 | -17 | 1
C[C@H]1CN([C@@H](C)CO)C(=O)c2cc(NS(C)(=O)=O)ccc2O[C@@H]1CN(C)C(=O)Nc1ccc(C(F)(F)F)cc1 | 1 | 27 | -8 | -5 | 2 | 0 | -20 | -5
CC/C(=N\NC(=O)c1cccnc1)c1ccc2c(c1)OCCO2 | 10 | 5 | 9 | 2 | 4 | 0 | -29 | 0
CN(C)C(=O)c1cccc(-c2ccc([C@H]3[C@H]4CN(CC5CCOCC5)CCCCN4[C@H]3CO)cc2)c1 | 3 | 4 | 4 | 4 | -2 | -10 | -2 | -6
Cc1ccc(S(=O)(=O)Nc2ccc(S(=O)(=O)Nc3cc(C)nc(C)n3)cc2)cc1 | 2 | nt | -21 | nt | -6 | 12 | -3 | -8
CN1CCN(c2ccc(NC(=O)c3cc(S(N)(=O)=O)ccc3N3CCOCC3)cc2)CC1 | 5 | 5 | 8 | 3 | -2 | -2 | 7 | -1
O=C(CCc1nnc2n(Cc3ccc(Cl)cc3)c(=O)c3ccccc3n12)NCCN1CCCC1 | 4 | 2 | nt | 15 | -3 | -16 | 5 | 2
